DDE Tn6 FP inh: DD(E)-Tn6 binding inhibition, primary FP screen. P02675. Fibrin DD(E) TRITC-Tn6 fluorescence polarization displacement. inhibition, % at 8.3 µM. 370,000 tested, 0.21% active. AID 720509;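 active means inhibition above a per-campaign cutoff: mean of compounds within control limits plus 3 SD, cut at about 15% in these data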;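 further: 0% = median of all compound wells on the plate and 100% = blocking peptide control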
Target sequence (P02675 whole entry, looked up): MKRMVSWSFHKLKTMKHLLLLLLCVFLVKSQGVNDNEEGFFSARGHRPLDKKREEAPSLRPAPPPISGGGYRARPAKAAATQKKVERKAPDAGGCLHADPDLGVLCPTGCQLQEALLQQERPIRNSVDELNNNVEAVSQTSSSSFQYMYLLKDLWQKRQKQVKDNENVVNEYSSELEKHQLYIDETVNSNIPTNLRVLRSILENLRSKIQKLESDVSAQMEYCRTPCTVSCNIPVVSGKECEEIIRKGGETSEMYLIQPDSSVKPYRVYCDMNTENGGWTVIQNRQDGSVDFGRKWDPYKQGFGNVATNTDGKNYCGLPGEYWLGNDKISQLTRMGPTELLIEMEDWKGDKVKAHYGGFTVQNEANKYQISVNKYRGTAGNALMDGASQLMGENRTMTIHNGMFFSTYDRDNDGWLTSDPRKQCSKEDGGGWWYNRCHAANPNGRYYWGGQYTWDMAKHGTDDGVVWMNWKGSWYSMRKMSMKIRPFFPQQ
ADAM17 inh: inhibits human ADAM17. P78536. recombinant ADAM17, EDANS/DABCYL FRET peptide cleavage. inhibition, % at 6.95 µM. 370,000 tested, 0.83% active;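 active means inhibition above the mean of compounds lying between control limits plus 3 SD, set per campaign, cut at about 8.5% in these data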;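 further: 0% = DMSO-only wells as the low control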
Target sequence (P78536 215-824 limits assumed): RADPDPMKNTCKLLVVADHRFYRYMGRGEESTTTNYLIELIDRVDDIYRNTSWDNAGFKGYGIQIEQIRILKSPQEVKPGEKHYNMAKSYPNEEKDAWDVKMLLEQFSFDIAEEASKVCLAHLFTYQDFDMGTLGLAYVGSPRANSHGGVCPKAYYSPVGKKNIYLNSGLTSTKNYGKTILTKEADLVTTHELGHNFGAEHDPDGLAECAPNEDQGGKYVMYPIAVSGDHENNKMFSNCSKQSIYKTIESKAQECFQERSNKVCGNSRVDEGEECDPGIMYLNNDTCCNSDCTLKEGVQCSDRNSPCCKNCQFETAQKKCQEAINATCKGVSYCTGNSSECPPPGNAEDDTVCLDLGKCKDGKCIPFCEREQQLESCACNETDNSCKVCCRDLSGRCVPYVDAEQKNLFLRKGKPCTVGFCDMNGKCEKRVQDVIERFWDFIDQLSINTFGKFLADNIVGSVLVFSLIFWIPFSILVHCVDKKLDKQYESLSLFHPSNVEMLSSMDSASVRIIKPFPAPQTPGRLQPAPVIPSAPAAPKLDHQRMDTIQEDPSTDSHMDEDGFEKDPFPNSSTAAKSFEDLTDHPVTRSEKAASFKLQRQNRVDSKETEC
proKLK7 act: proKLK7 (human) activation, primary screen | 370,000 tested, 0.9% active | activation, % at 7 µM | purified proKLK7, EDANS-DABCYL substrate fluorescence; 100% is mature enzyme control, 0% vehicle;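 active means activation above the mean of all tested compounds plus 3 SD, computed per campaign excluding outliers beyond control limits, cut at about 13% in these data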
PLCb3 inh: blocks human PLC-beta3 enzyme activity | inhibition, % at 12.2 µM | Q01970 | 370,000 tested, 0.18% active | Purified PLC-beta3, fluorogenic substrate, fluorescence; in the data active means inhibition above about 11%;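 further: 0% = median of compound wells on plate and 100% = full blocker control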
ARFGAP1 inhibitor: rat ARFGAP1 inhibition | inhibition, % at 16.5 µM | Arfgap1-stimulated ARF1 GTP hydrolysis, GDP FP detection | 360,000 tested, 0.26% active | Q62848;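 active means inhibition above a per-plate limit, mean inhibition of low control wells plus 3 SD, cut at about 25% in these data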;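 further: 0% = DMSO wells with enzyme and 100% = wells lacking Arfgap1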
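Material: rat Arfgap1 GAP domain (His6, aa 1-136), purified enzyme. Also added: human ARF1(Δ1-17)-GTP substrate. Compound dosing: 16.5 µM single point, 1.26% DMSO. Timing: enzyme reaction 120 min at 25 °C after 20 min preincubation. Signal: GDP detection by fluorescence polarization. Read-out basis: percent inhibition of GAP-stimulated GDP formation, scaled between DMSO and no-Arfgap1 medians.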
PLCg1 inh: blocks human PLC-gamma1 enzyme activity; 370,000 tested, 0.84% active; AID 720700; inhibition, % at 12.2 µM; P19174; purified PLC-gamma1, fluorogenic substrate, fluorescence; in the data active means inhibition above about 9.5%
Tn7 DDE FP: inhibitors of Tn7 peptide binding to human fibrin DD(E); P02675; FP displacement of FITC-Tn7 peptide from fibrin DD(E); 0% = median of compound wells per plate; inhibition, % at 8.3 µM; 370,000 tested, 0.13% active;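 active means inhibition above the mean of compounds falling within the control limits plus 3 SD of them, cut at about 14% in these data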;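 further: 0% = plate median of compound wells and 100% = 10 µM Aha-Tn7 peptide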
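Measure: % inhibition scaled between sample-field median and high-control FP; Test system: human fibrin DD(E); Quantity: 2 µM final DD(E) protein; Doses: one dose, 8.3 µM nominal; Schedule: compound with protein 10 min, then 3 h after probe, room temperature; Detection: fluorescence polarization; Medium: Tris buffer with calcium and detergent, pH 7.8.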
MBD2 DNA inh: inhibitors of human MBD2 binding to methylated oligonucleotide | inhibition, % at 4.4 µM | 370,000 tested, 0.31% active | TR-FRET; in the data active means inhibition above about 13%
UHRF1 MBD2 ctr: blocks human UHRF1 binding to methylated DNA; Q96T88; UHRF1 binding to methylated oligo, TR-FRET; inhibition, % at 4.4 µM; 370,000 tested, 0.75% active; AID 687016; in the data active means inhibition above about 21%;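 further: UHRF1 SRA domain binding a hemimethylated CpG hairpin DNA probe; 0% = median of test compound wells and 100% = reference inhibitor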
ASAP1 GAP inh: blocks human ASAP1-stimulated Arf1 GTP hydrolysis. 360,000 tested, 0.19% active. GDP FP detection. inhibition, % at 16.5 µM. Q9ULH1. AID 624377; in the data active means inhibition above about 25%;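 further: 0% = vehicle with enzyme and substrate and 100% = no enzyme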
* marks the source's active call; other numbers are inactive results.

Screens in order – proKLK7 act	ADAM17 inh	PLCg1 inh	ASAP1 GAP inh	Tn7 DDE FP	DDE Tn6 FP inh	ARFGAP1 inhibitor	PLCb3 inh	MBD2 DNA inh	UHRF1 MBD2 ctr
> CC(C)CCNC(=O)CN(CCN1CCOCC1)C(=O)Cn1nnc(-c2ccc(F)cc2)n1
  -0.5	2	6	7	2	-8	0	2	-6	-2
> Cc1ccccc1S(=O)(=O)N1C[C@H]2[C@H]3C(=O)N(c4ccccc4)C(=O)[C@H]3CC(=O)[C@H]2[C@@H]1c1ccc(Cl)cc1
  -1.0	0	-7	1	0	11	-6	-10	2	0
> O=C(Nc1cccnc1Cl)c1cccnc1Cl
  0.0	-1	5	-1	2	3	11	6	4	0
> O=C(O)CCC(=O)c1cccc2ccccc12
  0.7	-3	-3	16	1	-5	-5	-2	0	0
> CSCCC(NC(=O)c1ccc(Cl)cc1Cl)C(=O)NCC(c1cccs1)N(C)C (stereo unspecified)
  -0.1	-1	2	-26	-5	0	7	-6	-1	-2
> O=C(COC(=O)Cc1ccc(F)cc1)NC1CCCCC1
  -0.3	-5	5	4	-5	4	-3	-4	4	1
> CC(NC(=O)c1noc2c1CCCC2)c1ccccc1 (stereo unspecified)
  0.2	-2	-1	3	-10	1	5	4	-3	-2
> CCn1cc(/C=N/NC(=O)c2ccc(C#N)cc2F)c2ccccc21
  0.2	0	-7	-6	-3	9	3	-6	-1	-6
> C=CCN1C(=O)c2ccc(C(=O)N(C)CC(=O)Nc3ccc(Br)cc3C)cc2C1=O
  -0.3	-3	1	-11	2	10	-2	-3	2	0
> O=C(COC(=O)c1ccc([N+](=O)[O-])o1)NCc1ccc2c(c1)OCO2
  0.3	-6	-2	-2	1	-2	3	-9	-2	-6
> CC(=O)CC(=O)Nc1ccn(-c2ccccc2)n1
  0.3	-4	-2	-4	-1	-7	5	5	-1	3
> CC1=CC2=NC(=O)CC(C)(C(=O)N(CC(=O)NC3CCCC3)c3ccccc3C)N2C=C1 (stereo unspecified)
  4.4	-206	-51	2	5	-2	9	-69	1	-2
> COc1ccc(S(=O)(=O)N2CCC(NC(=O)OCc3c(Cl)cccc3Cl)CC2)cc1
  0.1	0	2	-5	-11	-3	4	4	1	1
> Cc1ccc(N(C)S(=O)(=O)c2ccc(-c3cnc(C4CC4)o3)cc2)cc1
  0.8	0	-2	-6	6	-9	11	-9	5	23*
> CCc1csc(CCNC(=O)C2CCC(=O)N(Cc3cccc(C(F)(F)F)c3)C2)n1 (stereo unspecified)
  0.3	1	-1	12	-3	-2	15	-9	-3	-1

Next part; the last 3 above are carried over.
Screens in order – proKLK7 act	ADAM17 inh	PLCg1 inh	ASAP1 GAP inh	Tn7 DDE FP	DDE Tn6 FP inh	ARFGAP1 inhibitor	PLCb3 inh	MBD2 DNA inh	UHRF1 MBD2 ctr
> COc1ccc(S(=O)(=O)N2CCC(NC(=O)OCc3c(Cl)cccc3Cl)CC2)cc1
  0.1	0	2	-5	-11	-3	4	4	1	1
> Cc1ccc(N(C)S(=O)(=O)c2ccc(-c3cnc(C4CC4)o3)cc2)cc1
  0.8	0	-2	-6	6	-9	11	-9	5	23*
> CCc1csc(CCNC(=O)C2CCC(=O)N(Cc3cccc(C(F)(F)F)c3)C2)n1 (stereo unspecified)
  0.3	1	-1	12	-3	-2	15	-9	-3	-1
> Cc1ccc2oc(C(=O)NCc3ccccc3)cc(=O)c2c1
  1.2	-9	-3	-3	1	5	4	-13	2	-1
> CCOCCCNC(=O)C1CCCCN1S(=O)(=O)c1ccc(F)cc1 (stereo unspecified)
  0.6	-3	-1	19	-3	0	4	2	4	0
> CC(=O)N1c2ccc(S(=O)(=O)N3CCCCC3)cc2CC1C(=O)NCc1ccccc1C (stereo unspecified)
  0.1	1	-1	11	2	9	1	-6	2	5
> Nc1nc(NCCc2ccccc2)nc(NCc2ccccc2)c1[N+](=O)[O-]
  0.5	-2	3	4	2	-2	-1	-1	3	1
> c1cnc2c(SCc3ccc(-c4nnco4)cc3)cccc2c1
  0.3	-68	-110	4	-1	-3	6	-125	-6	-15
> CCN(CC)S(=O)(=O)c1ccc(N2CCOCC2)c(NC(=O)c2cc(C)cc(C)c2)c1
  -1.0	-1	1	3	0	4	2	-2	-1	-1
> COc1ccc(CNC(=O)CCNC(=O)c2ccc(C(C)(C)C)cc2)cc1OC
  0.2	1	0	-10	6	1	8	-7	-2	1
> CCOC(=O)N1CCN(c2ccncc2S(=O)(=O)N2CCCCC2)CC1
  0.3	1	4	-6	1	-1	-1	-3	3	-3
> O=C(CN1CCN(Cc2ccccc2)CC1)N/N=C/c1c[nH]c2ccccc12
  -0.1	-6	-3	2	-5	-1	-4	2	1	0
> O=C(N/C(=C/c1cccc(Br)c1)C(=O)N1CCCCC1)c1ccco1
  0.0	-3	1	12	-4	-5	7	-8	8	-1
> N#Cc1cccc(NC(=O)c2cc(C3CCCCN3C(=O)c3ccc4c(c3)CCO4)on2)c1 (stereo unspecified)
  1.0	0	4	1	2	2	6	-2	53*	12
> O=C(O)Cc1sc(Nc2ccccc2)nc1-c1cccs1
  -0.1	-5	-47	14	1	-5	7	-77	-7	-6
> COC(=O)c1cc(OC)c(OC)cc1NC(=O)CCc1ccc(C)o1
  2.6	-6	-3	-8	4	5	12	-4	-1	2
> O=C(CCN1CCN(C(=O)c2ccco2)CC1)Nc1ccc(F)cc1
  -0.2	1	4	-11	-6	-1	8	4	0	3
> Cc1nnc(NC(=O)C2CCCN(S(=O)(=O)Cc3ccccc3)C2)s1 (stereo unspecified)
  0.7	-4	2	6	2	-3	3	-2	-1	0
> Cc1nc2oc3c(NCc4ccccc4)ncnc3c2c2c1COC(C)(C)C2
  -1.4	-11	-7	-9	7	0	-14	-7	-6	0
> O=C(Cc1ccccc1)Nc1ccccc1C(=O)Nc1ccccc1
  -0.1	-1	-1	-5	-2	3	3	-2	3	-7
> CN(C)S(=O)(=O)c1ccc(C(=O)N2CC(=O)Nc3ccc(F)cc3C2c2ccc(F)cc2)cc1 (stereo unspecified)
  0.0	2	-3	4	-5	-2	-4	-2	-1	-1
> COc1cccc(C(=O)Nc2ccc3c(c2)OC[C@H](C)N(C(=O)C2CCCC2)C[C@@H](C)[C@@H](OC)CN(C)C3=O)c1
  0.0	-2	6	-2	0	-6	7	-3	7	7
> CC(Oc1ccccc1C(N)=O)C(=O)Nc1ccc(S(=O)(=O)N2CCCC2)cc1 (stereo unspecified)
  -0.2	-4	-4	-6	-2	-2	5	2	5	-1
> O=C(CN(Cc1ccccc1Cl)C(=O)CNS(=O)(=O)c1ccc(F)cc1)NCC1CCCO1 (stereo unspecified)
  -0.4	-2	-1	-3	0	3	8	-5	1	-1
> COc1ccc(S(=O)(=O)NCC2CCCO2)cc1NC(=O)c1ccccc1F (stereo unspecified)
  -0.5	-4	1	-2	9	10	-1	-4	3	2
> CCOC(=O)C(N)CSC1CC(=O)N(c2ccc(C(=O)OC)cc2)C1=O (stereo unspecified)
  -0.5	-5	-1	-6	6	7	5	-6	5	3
> COC(=O)CSC1=C(C#N)C(c2ccc(Cl)cc2)C(C(=O)OC)C(=O)N1 (stereo unspecified)
  0.7	-1	-5	7	-14	-3	4	-2	11	23*
> COc1cc(C(C)=O)ccc1OCc1nnc(-c2ccccc2Br)o1
  -0.2	-6	-1	-6	12	1	3	-9	3	2
> CCCCOc1ccc(C(=O)Oc2cccnc2)cc1
  0.3	-4	0	-24	5	3	-6	-2	0	1
> CCN(CC)CCOC(=O)c1ccc(NC(=O)COc2cc(=O)n(CC)c3ccccc23)cc1
  0.1	0	3	16	-4	12	6	3	0	-2
> COc1cccc(NC(=O)C(C)Sc2nnc(C3CC3)n2C2CC2)c1 (stereo unspecified)
  0.6	2	1	17	-4	-3	3	-4	2	5
> COCCCn1c(SCC(=O)N2CCCCC2C)nnc1-c1ccco1 (stereo unspecified)
  -0.2	-2	3	-1	-2	4	4	1	1	-6
> CCC(C)(C(=O)NC1CCCC1)N(CC1CCCO1)C(=O)c1ccc2c(c1)OCO2 (stereo unspecified)
  0.6	0	5	1	4	7	2	1	2	0
> CNC(=O)c1cccc2cccc(Sc3ccccc3C(=O)O)c12
  0.1	-1	0	3	-1	0	0	-10	-3	29*
> O=S(=O)(NCCSc1ccccn1)c1ccc(Cl)cc1
  -0.5	0	0	2	1	2	-1	4	-6	-3
> O=C(CSc1nc(-c2ccc(F)cc2)cs1)N1CCN(C(=O)c2ccco2)CC1
  0.7	-1	2	1	3	-1	1	3	-1	0
> N#Cc1ccsc1NC(=O)CN(Cc1ccccc1)Cc1ccccc1
  0.3	5	0	4	10	-6	1	-2	-3	-1
> Cc1cccc(OCC(=O)Nc2ccc3nc(C)sc3c2)c1
  -0.5	-1	-2	9	1	-4	8	-7	3	4
> CCOC(=O)c1c(NC(=O)CSc2nnc(-c3c[nH]c4ccccc34)n2CC)sc2c1CCCC2
  0.5	-4	1	15	8	-5	12	4	-2	-2
> CCOc1ccc(-n2cc(C(=O)Nc3cccc(Cl)c3)c3cc(OC)c(OC)cc3c2=O)cc1
  0.1	2	2	2	-6	9	4	0	4	-3
> CCc1cccc(N(CC(=O)NCc2ccc(F)cc2)C(=O)c2csnn2)c1
  -0.1	3	0	1	-3	-9	1	0	-1	0
> O=C(Nc1ccccc1N1CCCCC1)c1cccc([N+](=O)[O-])c1
  -0.1	-3	0	-2	4	8	-1	1	2	-1
> CC(=C\c1ccccc1)/C=C1/SC(=S)N(CCC(=O)O)C1=O
  0.1	-2	0	-6	10	6	6	-3	-1	-3
> CCOC(=O)c1nn(-c2sc(C(=O)OC)c(C)c2C(=O)OC)cc1O
  -0.6	-1	-10	-3	4	5	10	-6	-11	2
> CCc1ccccc1OCC(=O)N(CC)CC(=O)NCc1ccc(F)cc1
  -0.1	-8	-3	-5	11	-2	21	-2	9	2
> COC(=O)c1ccc(C2CC(=O)NC3=C2C(=O)CCC3)cc1 (stereo unspecified)
  0.0	-2	-3	0	-4	5	0	0	-5	0
> COc1cc(C(C)=O)ccc1OCc1cc(C(=O)N(C)CCC2CCCCO2)no1 (stereo unspecified)
  0.1	0	-1	-1	-11	1	4	-8	3	-2
> CCC(=O)N1N=C(c2ccc(Cl)cc2)CC1c1ccco1 (stereo unspecified)
  0.4	1	1	-9	-3	4	-6	-4	-3	2
> Cc1ccc(-c2nnc(Nc3ccccc3)c3ccccc23)cc1S(=O)(=O)NCC1CCCO1 (stereo unspecified)
  -11	-2	-39	4	2	-3	14	-46	-5	0
> CC(C(=O)N1CCC(C(N)=O)CC1)N(c1ccc(Oc2ccccc2)cc1)S(C)(=O)=O (stereo unspecified)
  0.3	1	1	-16	2	4	11	4	-5	-1
> O=C(O)c1ccccc1Cc1ccc(F)c2ccccc12
  0.0	-5	-2	-6	1	-1	10	-3	-2	-1
> COc1ccc(C2(CNC(=O)CCC(=O)O)CCCC2)cc1
  -0.1	-3	-2	-2	1	0	-19	2	5	1

Screening data (PubChem)
